# 12-hLO inh: qHTS Assay for Inhibitors of 12-hLO (12-human lipoxygenase). Polyunsaturated fatty acid lipoxygenase ALOX12 (Homo sapiens), P18054. purified 12-hLO, xylenol orange hydroperoxide absorbance. Potency, µM (doses to about 57.1 µM), for inactives: at the top dose activity change, negative = inhibition, most hits filed as inhibitors. actives 0.12% (n = 150,000); further: potency means the concentration at half of the fitted maximal effect; nearly all actives have a fitted effect of over 55% in size; many of its hits are not listed in these tables
# Target sequence (P18054 whole entry, looked up): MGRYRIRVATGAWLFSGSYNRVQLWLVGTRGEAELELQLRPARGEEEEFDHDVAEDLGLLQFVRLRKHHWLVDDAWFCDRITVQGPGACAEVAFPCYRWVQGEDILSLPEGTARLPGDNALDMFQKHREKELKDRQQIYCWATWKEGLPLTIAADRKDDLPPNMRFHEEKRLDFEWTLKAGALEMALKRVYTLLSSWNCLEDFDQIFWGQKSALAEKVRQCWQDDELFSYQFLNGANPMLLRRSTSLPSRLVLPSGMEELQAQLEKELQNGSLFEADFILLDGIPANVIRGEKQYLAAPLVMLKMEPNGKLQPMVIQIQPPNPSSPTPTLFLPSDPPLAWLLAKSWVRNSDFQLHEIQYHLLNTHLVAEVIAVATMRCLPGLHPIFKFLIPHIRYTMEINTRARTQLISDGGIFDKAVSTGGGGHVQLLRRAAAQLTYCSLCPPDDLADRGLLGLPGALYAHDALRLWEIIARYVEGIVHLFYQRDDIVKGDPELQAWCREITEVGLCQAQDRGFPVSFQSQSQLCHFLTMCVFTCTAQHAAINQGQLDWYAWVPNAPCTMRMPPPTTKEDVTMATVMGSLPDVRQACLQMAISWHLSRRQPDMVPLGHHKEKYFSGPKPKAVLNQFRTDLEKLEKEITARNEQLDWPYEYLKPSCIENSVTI
#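 Hydroperoxide formation by human 12-lipoxygenase from 40 uM arachidonic acid was followed colorimetrically via ferric-xylenol orange complex, using the 573/405 nm absorbance ratio. Enzyme concentration was 150 nM, with 30 min reaction at room temperature.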
# 15-hLO-2 inh: qHTS Assay for Inhibitors of 15-hLO-2 (15-human lipoxygenase 2) | purified 15hLO-2, xylenol orange hydroperoxide absorbance | AID 881, 2007 | actives 0.56% (n = 110,000) | Potency, µM (series often up to 57.1 µM), inactives show at the highest dose activity change, negative = inhibition, most hits filed as inhibitors; further: potency means the concentration at half of the fitted maximal effect; nearly all actives have a fitted effect of over 60% in size; many of its hits are not listed in these tables
#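 Purified human 15hLO-2 (50 nM) preincubated 15 min with compound, then 45 uM arachidonic acid for 90 min at RT in 25 mM Hepes pH 7.5, 0.01% Triton X-100. Hydroperoxide detected by Fe-xylenol orange; 573/405 nm absorbance ratio.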
# IMPase cell inh: qHTS Assay for Identifying the Cell-Membrane Permeable IMPase Inhibitors | Inositol monophosphatase 1 (Rattus norvegicus), P97697 | CHO-M1 cells, IP1 accumulation, HTRF TR-FRET ratio | inhibition (IP1 accumulation), % at 46.1 µM | 120,000 tested, under 10 active; active means well fitted curve in the direction sought with a large enough effect in the signal ratio, not every such curve was filed as active; inconclusive means small, poorly fitted or top-dose-only effect, or a change in a side signal; inactive means no such curve, though single readings can be large or run the other way; the % refers to the signal ratio;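 further: cells stimulated with carbachol in lithium chloride buffer; plate controls were DMSO basal wells for no effect and reference inhibitor wells for full effect; higher means more IMPase inhibition seen as more IP1 and lower FRET ratio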
# Target sequence (P97697 whole entry, looked up): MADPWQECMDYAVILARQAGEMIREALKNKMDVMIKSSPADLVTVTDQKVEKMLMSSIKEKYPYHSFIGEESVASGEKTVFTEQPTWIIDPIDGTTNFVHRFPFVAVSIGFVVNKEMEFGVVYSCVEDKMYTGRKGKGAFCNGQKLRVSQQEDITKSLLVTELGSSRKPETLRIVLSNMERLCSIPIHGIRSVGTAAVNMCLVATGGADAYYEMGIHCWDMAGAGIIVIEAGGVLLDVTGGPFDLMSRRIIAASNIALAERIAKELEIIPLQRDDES
#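 Seeded CHO-M1 cells were dosed with compound at up to 46 uM, stimulated with carbachol for 30 min, then lysed in IP-One detection reagents. Higher IP1 lowers the TR-FRET signal.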
# PNC inhibitor: High Content Assay for Compounds that inhibit the Assembly of the Perinucleolar Compartment; actives 3.1% (n = 140,000); activity change (PNC), negative = inhibition, % at 10 µM; PC3M PTB-GFP, PNC prevalence imaging, 16 h; stronger effect = lower value; AID 2417, 2010;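 active means readout at or below -70, meaning at least 70% loss of cells showing the perinucleolar compartment, a nuclear body marking cancer cells; inconclusive means readout between -30 and a set limit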;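 further: plate controls were DMSO wells for no effect and camptothecin positive control wells for full effect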
#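 PC3M cells stably expressing PTB-GFP, 750–1000 cells/well, treated 16 h at 37 °C with compound (23 nl of library stock), in duplicate. After paraformaldehyde fixation and Hoechst stain, imaged at 20x; PNC prevalence scored by image analysis.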
# * hit, by the source's call; ? = inconclusive; / = not tested or not shown; & = joins results of further samples; [ ] = another dose, or the depositor's remark. Unless noted, the call rests on the fitted dose curve; in most records, active means well fitted curve in the direction sought with a large enough effect; inconclusive means small, poorly fitted or top-dose-only effect, or another doubt; inactive means no such curve, though single readings can be large; an effect the other way counts as inactive or inconclusive. Unless noted, on the % scale 0 is the no-effect control and ±100 the full control effect. The list is partial, so the mix of outcomes need not match the whole.
SMILES,12-hLO inh,15-hLO-2 inh,IMPase cell inh,PNC inhibitor
C/C(CC/C(C)=N/O)=N/O,-3%[11.4 µM],-6%[11.4 µM],/,/
O=C(CNS(=O)(=O)c1ccccc1)OCc1cccc([N+](=O)[O-])c1,-5%,/,/,-12
Cc1cc(C(=O)NCc2ccc3c(c2)OCO3)n(-c2ccccc2)n1,-6%,-4%,-7,-15
Cc1ccc(OCC(=O)N2N=C(c3cccnc3)CC2(O)C(F)(F)F)cc1C (configuration not stated),-1%,/,3,-1
CCN(CC)c1ccc(/C=N/NC(=O)c2cccc(S(=O)(=O)N3CCOCC3)c2)cc1,-3%,/,/,-1
Cc1oc(-c2ccccc2F)nc1CS(=O)(=O)CC(=O)NCc1ccco1,0%,-3%,3,?
O=C(CC(=O)Nc1cccc(Cl)c1)N/N=C\c1ccccc1,1%,/,-3,1
COc1ccc(NC(=O)N2CCC3(CC2)CCN(C(=O)c2cc(C(F)(F)F)cc(C(F)(F)F)c2)CC3)cc1,0%,3%,/,/
CCN(CC)S(=O)(=O)c1ccc2oc(SCc3ccc(F)cc3)nc2c1,0%,-3%,4,?
COc1ccc(NS(=O)(=O)c2ccc(N3CCCC3)c(NC(=S)Nc3cccc(S(=O)(=O)N(C)C)c3)c2)cc1,-13%,/,/,?
CCCCc1ccc(NC=C2C(=O)OC3(CCCCC3)OC2=O)cc1,0%,6%,3,20
O=c1c(CN2CCN(Cc3ccccc3)CC2)coc2ccc(Cl)cc12,-3%,5%[2.29 µM],12,-3
CCCCCCN1C=C/C(=C\C=C(C#N)C#N)c2ccccc21,-1%,/,9,?
CN1CCc2c(sc3c2C(=O)NC(c2ccco2)N3)C1 (configuration not stated),-4%,29%,9,16
O=C(Nc1ccc(F)cc1)C1C(c2ccccc2)C1(Cl)Cl (configuration not stated),2%,/,/,?
S=c1[nH]nc(-c2ccc3ccccc3n2)n1-c1cc(Cl)cc(Cl)c1,-1%,/,-20,-17
CCn1c(Cn2nnc(-c3ccccc3)n2)nnc1SCC(=O)Nc1ccc(N(C)C)cc1,4%,-5%,4,?
CCOC(=O)c1c(C)n(-c2ccc(C)cc2)c2c(CC(C)=O)c(Br)c(OC)c(O)c12,0%,-2%,2,35
O=C(NN1C(=O)c2ccccc2NC1c1ccccn1)c1ccc([N+](=O)[O-])cc1 (configuration not stated),-2%,/,-1,?
Cc1[nH]nc(N2CCCCCC2)c1[N+](=O)[O-],-1%,-9%,-4,27

# An excerpt of these results, bar-delimited.
Compound | 12-hLO inh | 15-hLO-2 inh | IMPase cell inh | PNC inhibitor
CCN(CC)S(=O)(=O)c1ccc2oc(SCc3ccc(F)cc3)nc2c1 | 0% | -3% | 4 | ?
COc1ccc(NS(=O)(=O)c2ccc(N3CCCC3)c(NC(=S)Nc3cccc(S(=O)(=O)N(C)C)c3)c2)cc1 | -13% | / | / | ?

# Structural class, the compounds so far with a Cl atom.
SMILES,12-hLO inh,15-hLO-2 inh,IMPase cell inh,PNC inhibitor
O=C(CC(=O)Nc1cccc(Cl)c1)N/N=C\c1ccccc1,1%,/,-3,1
O=c1c(CN2CCN(Cc3ccccc3)CC2)coc2ccc(Cl)cc12,-3%,5%[2.29 µM],12,-3
O=C(Nc1ccc(F)cc1)C1C(c2ccccc2)C1(Cl)Cl (configuration not stated),2%,/,/,?
S=c1[nH]nc(-c2ccc3ccccc3n2)n1-c1cc(Cl)cc(Cl)c1,-1%,/,-20,-17

# (list continues)
SMILES,12-hLO inh,15-hLO-2 inh,IMPase cell inh,PNC inhibitor
Cn1c(=O)[nH]c(=O)c2c1nc(CN(Cc1ccccc1)Cc1ccccc1)n2CCN1CCOCC1,-3%,/,3,?
Cc1cc2c3c(c1)C1(C(=O)N3C(C)(C)CC2C)C(C#N)=C(N)Oc2cc(O)ccc21 (configuration not stated),-8%,-28%,0,-5
CC1=C(C(N)=O)C(c2cccs2)n2nc(-c3cccc(Cl)c3)nc2N1 (configuration not stated),-5%,0%,3,56
O=C(CCn1c(=O)oc2ccccc21)N1CCN(C(c2ccccc2)c2ccccc2)CC1,-6%,28%,13,?
COc1ccc(/C=C2\CCOC2=O)cc1,4%,?,3,?
CCOCc1cc(C)[nH]c(=O)c1C#N,3%,-9%,9,24
Cc1cccc(CS(=O)(=O)Cc2ccc(C(=O)NCCCN3CCOCC3)o2)c1,-1%,6%,5,13
Cc1nn(-c2ccccc2)c(Cl)c1CN(C(=O)CCl)c1ccc(Cl)cc1,-6%,/,/,12
O=C(NC(Cc1ccccc1)C(=O)O)OCc1ccccc1 (configuration not stated),-2%,4%,1,26
COc1cc(OC)cc(C(=O)NCCNC(=O)c2ccco2)c1,1%,/,6,9
CCn1c2ccccc2c2nnc(SCC(=O)Nc3cc(C)on3)nc21,3%,-5%,?,?
O=C(CNC(=O)c1ccc(Oc2ccccc2)cc1)OCc1ccc(Br)cc1,6%,/,/,23
CCOc1ccc(C(=O)CCNC(Cc2cnc[nH]2)C(=O)O)cc1 (configuration not stated),-5%,69%[activator],1,21
CCc1c(C)[nH]c2ccc(C)cc2c1=O,-3%,0%,-3,21
COc1cc(/C=N/N2CCN(C3c4ccccc4-c4ccccc43)CC2)cc(OC)c1OC,-1%,/,5,-22
Cc1cc(C(F)(F)F)nn1Cc1n[nH]c(=S)n1-c1ccc(Cl)cc1,-4%,-6%,0,6
CCc1ccc(-c2csc(NC(=O)Oc3ccccc3)n2)cc1,-1%,/,-1,?
COc1ccc(-n2nnnc2SCC(=O)c2ccc3c(c2)OCCO3)cc1,4%,/,?,-19
CC(C(=O)O)c1ccc(N2Cc3ccccc3C2=O)cc1 (configuration not stated),-5%&1%,6%,/,-4
CC(=O)N1CC=CC1(CC(C)C)C(=O)NCc1cc(F)cc(C(F)(F)F)c1 (configuration not stated),-2%&0%,-1%,/,-2
Cc1cc(C)nc(NS(=O)(=O)c2ccc(NC(=O)c3ccco3)cc2)n1,-6%,-8%,-8,-3
COc1cc(CCC(=O)OCC(=O)Nc2ncc(Cl)cc2Cl)cc(OC)c1OC,-5%,/,3,81
COc1nc(N/N=C/c2ccc(-c3cccc([N+](=O)[O-])c3)o2)nc(N2CCOCC2)n1,-2%,/,-6,-28
O=S(=O)(/N=C(/Nc1ccccn1)c1ccc(Cl)cc1)c1ccc(Cl)cc1,-1%,/,/,0
CC1CN(C(=O)c2cccc(C(=O)N3CC(C)OC(C)C3)c2)CC(C)O1 (configuration not stated),0%,2%,-15,1
COc1ccccc1NC(CC(=O)c1ccccc1)C(=O)OCC(=O)c1ccc(C)c(C)c1 (configuration not stated),-11%,/,-2,?
Cc1ccc(NC(=S)N2CCCC(c3nc4ccc(C)cc4[nH]3)C2)c(C)c1 (configuration not stated),-9%,21%,13,5
CCCCN(CCCC)CCNC(=O)Cc1nc2c(c(=O)[nH]c(=O)n2C)n1C,0%,1%,4,-17
CCOC(=O)c1c(NC(=O)c2cccnc2)sc(C)c1C,1%,21%,3,16
CC(C)CC(C(=O)Oc1ccc2c3c(c(=O)oc2c1)CCC3)N1C(=O)c2ccccc2C1=O (configuration not stated),2%,0%,12,33
Cc1cccc(N2CCN(C3=NC(=O)C(Cc4ccccc4)S3)CC2)c1 (configuration not stated),-3%,/,1,35
Cc1ccccc1CCNC(=O)C1CCN(S(=O)(=O)c2ccc(-n3cnnn3)cc2)CC1,-1%,-2%,-1,-21
Cc1ccc(CCSc2ccc(C(C)C)cc2)cn1,1%,/,9,40
Cc1cc2cc3c(cc2nc1SCc1ccccn1)OCCO3,-4%,/,/,?
CCOc1ccc(NC(=O)C2CCN(S(=O)(=O)c3c(C)n[nH]c3C)CC2)cc1,-2%,-8%,-4,?
CSc1nsc(SCC(=O)Nc2c(C)n(C)n(-c3ccccc3)c2=O)n1,-3%,7%,4,?
Cc1cc(C)c2cc(CN(Cc3cccs3)Cc3nnnn3CC3CCCO3)c(=O)[nH]c2c1 (configuration not stated),-27%,11%,0,23
O=C(c1ccccc1)c1ccc(Oc2ncccn2)cc1,-11%,-8%,7,25
Cc1ccc(N2C(=O)CN(Cc3sccc3C)C2=S)cc1C,-5%,/,9,-26
CCOC(=O)C(Cc1c(F)cccc1F)(NC(C)=O)C(=O)OCC,-8%,6%,3,19

# Structural class: those above containing a CF3 group.
SMILES,12-hLO inh,15-hLO-2 inh,IMPase cell inh,PNC inhibitor
Cc1ccc(OCC(=O)N2N=C(c3cccnc3)CC2(O)C(F)(F)F)cc1C (configuration not stated),-1%,/,3,-1
COc1ccc(NC(=O)N2CCC3(CC2)CCN(C(=O)c2cc(C(F)(F)F)cc(C(F)(F)F)c2)CC3)cc1,0%,3%,/,/
Cc1cc(C(F)(F)F)nn1Cc1n[nH]c(=S)n1-c1ccc(Cl)cc1,-4%,-6%,0,6
CC(=O)N1CC=CC1(CC(C)C)C(=O)NCc1cc(F)cc(C(F)(F)F)c1 (configuration not stated),-2%&0%,-1%,/,-2

# Going on with the list.
SMILES,12-hLO inh,15-hLO-2 inh,IMPase cell inh,PNC inhibitor
O=C(COC(=O)[C@H](Cc1c[nH]c2ccccc12)NC(=O)c1cccs1)NCc1ccccc1,-1%,/,/,7
Cc1ccc(NC(=O)CSc2nnc(CNC(=O)c3c(F)cccc3Cl)o2)cc1,-9%,-9%,5,-91*
Cc1ccc(Cl)cc1NC(=S)N(CCCN1CCOCC1)Cc1ccccn1,-1%,/,/,-12
CC[C@H](c1ccccc1)c1cc(C(C)(C)C)cc(C(C)(C)C)c1O,-11%[11.4 µM],-9%[11.4 µM],/,/
C=CCNCC#CCOc1ccc(OC)cc1,2%,-3%,2,-19
CCCCOc1ccc(CONS(=O)(=O)c2ccc(NC(C)=O)cc2)cc1Cl,-6%,/,/,-2
CCN(C(=O)CSc1nnc(-c2ccncc2)n1C)C1CCS(=O)(=O)C1 (configuration not stated),7%,7%,1,?
O=C(Nc1ccc(S(=O)(=O)N2CCCC2)cc1)c1cccnc1,-3%,-7%,-6,-18

# Quoted from the results shown (two entries):
SMILES,12-hLO inh,15-hLO-2 inh,IMPase cell inh,PNC inhibitor
O=C(COC(=O)[C@H](Cc1c[nH]c2ccccc12)NC(=O)c1cccs1)NCc1ccccc1,-1%,/,/,7
Cc1ccc(NC(=O)CSc2nnc(CNC(=O)c3c(F)cccc3Cl)o2)cc1,-9%,-9%,5,-91*

# Screening data as filed in PubChem.
